ARFGAP1 inh – inhibitors of rat ARFGAP1 GAP activity, primary screen, biochemical, fluorescence polarization, GDP tracer | ADP-ribosylation factor GTPase-activating protein 1 (Rattus norvegicus), Q62848 | Arfgap1-stimulated ARF1 GTP hydrolysis, GDP FP detection | inhibition, % at 16.5 µM | 360,000 tested, 0.26% active | AID 651572, 2012;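 active = inhibition above a per-plate limit, mean inhibition of low control wells plus 3 SD, cut at about 25% in these data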;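 note: 0% = DMSO wells with enzyme and 100% = wells lacking Arfgap1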
Target sequence (Q62848 1-136 limits assumed): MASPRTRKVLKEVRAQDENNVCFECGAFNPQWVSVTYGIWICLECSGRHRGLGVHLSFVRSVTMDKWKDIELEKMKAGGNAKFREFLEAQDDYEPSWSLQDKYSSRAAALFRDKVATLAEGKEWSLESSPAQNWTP
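System: truncated rat Arfgap1 GAP domain / Medium: HEPES-based buffer, pH 7.5 / Also added: N-terminally truncated human ARF1-GTP substrate / Incubation: enzyme reaction 120 min at 25 °C after 20 min preincubation / Measured by: FP of antibody-bound GDP Alexa 633 tracer, ex 620/em 688 nm / Replicates: singlicate, each compound tested once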
proKLK7 act – proKLK7 zymogen activators, primary screen, biochemical, fluorescence intensity. purified proKLK7, EDANS-DABCYL substrate fluorescence; 100% is mature enzyme control, 0% vehicle. activation, % at 7 µM. Kallikrein-7 (Homo sapiens), P49862. 370,000 tested, 0.9% active;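 active = activation above the mean of all tested compounds plus 3 SD, computed per campaign excluding outliers beyond control limits, cut at about 13% in these data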
DDE Tn7 FP inh – inhibitors of Tn7 peptide binding to fibrin DD(E), primary screen, biochemical, fluorescence polarization, human fibrin, Tn7 probe; 370,000 tested, 0.13% active; FP displacement of FITC-Tn7 peptide from fibrin DD(E); 0% = median of compound wells per plate; Fibrinogen beta chain (Homo sapiens), P02675; inhibition, % at 8.3 µM; AID 720508, 2013;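 active = inhibition above the mean of compounds falling within the control limits plus 3 SD of them, cut at about 14% in these data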;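 note: 0% = plate median of compound wells and 100% = 10 µM Aha-Tn7 peptide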
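Test system – human fibrin DD(E) · Times – 10 min preincubation, 3 h with tracer, room temperature · Detection – fluorescence polarization of the labelled Tn7 tracer · Measure – percent inhibition normalized to high-control wells · Benchmarks – high control wells with 10 µM unlabelled Aha-Tn7 peptide (full inhibition) · Repeats – singlicate testing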
ASAP1 inh – inhibitors of human ASAP1 ArfGAP activity, primary screen, biochemical, fluorescence polarization; Arf-GAP with SH3 domain, ANK repeat and PH domain-containing protein 1 (Homo sapiens), …; ASAP1-stimulated ARF1 GTP hydrolysis, GDP FP detection; inhibition, % at 16.5 µM; 360,000 tested, 0.19% active; AID 624377, 2012; in the data active = inhibition above about 25%;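 note: 0% = vehicle with enzyme and substrate and 100% = no enzyme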
TDP2 inh – human TDP2 enzyme inhibitors, primary screen, biochemical, epi absorbance, recombinant enzyme; Tyrosyl-DNA phosphodiesterase 2 (Homo sapiens), O95551; T5PNP hydrolysis, p-nitrophenol absorbance 415 nm; inhibition, % at 12.8 µM; 370,000 tested, 0.34% active; AID 720702, 2013;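 active = inhibition above the mean of all tested compounds plus 3 SD, set per campaign, cut at about 25% in these data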;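 note: 0% = DMSO with enzyme and 100% = buffer with substrate but no TDP2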
Target sequence (O95551 whole entry, looked up): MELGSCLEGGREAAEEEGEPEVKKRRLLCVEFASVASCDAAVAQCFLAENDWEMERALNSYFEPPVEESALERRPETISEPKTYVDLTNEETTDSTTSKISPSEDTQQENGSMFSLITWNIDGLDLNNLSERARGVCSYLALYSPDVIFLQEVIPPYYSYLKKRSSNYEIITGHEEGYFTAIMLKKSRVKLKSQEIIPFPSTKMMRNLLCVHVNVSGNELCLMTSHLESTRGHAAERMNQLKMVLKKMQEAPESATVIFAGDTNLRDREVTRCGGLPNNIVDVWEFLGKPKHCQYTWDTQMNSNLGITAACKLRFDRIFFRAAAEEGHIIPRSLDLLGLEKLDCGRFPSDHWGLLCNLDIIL
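Incubation: 2 h at 37 °C; Test system: recombinant human TDP2; Quantity: enzyme 120 nM; Read-out basis: percent inhibition; Medium: 50 mM Tris-HCl pH 7.5 with Mg2+, KCl, DTT, BSA; Repeats: single replicate; Compound: 12.8 µM single point, 1% DMSO; Signal: epi absorbance; Reagent: 5 mM T5PNP chromogenic substrate; Benchmarks: no-enzyme high, DMSO-plus-enzyme low.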
DDE Tn6 FP inh – inhibitors of Tn6 peptide binding to fibrin DD(E), primary screen, biochemical, fluorescence polarization, human fibrin, Tn6 probe; Fibrinogen beta chain (Homo sapiens), P02675; Fibrin DD(E) TRITC-Tn6 fluorescence polarization displacement; inhibition, % at 8.3 µM; 370,000 tested, 0.21% active; AID 720509, 2013;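 active = inhibition above a per-campaign cutoff: mean of compounds within control limits plus 3 SD, cut at about 15% in these data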;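 note: 0% = median of all compound wells on the plate and 100% = blocking peptide control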
ADAM17 inh – ADAM17 inhibitors, primary screen, biochemical, QFRET | Disintegrin and metalloproteinase domain-containing protein 17 (Homo sapiens), P78536 | recombinant ADAM17, EDANS/DABCYL FRET peptide cleavage | inhibition, % at 6.95 µM | 370,000 tested, 0.83% active;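 active = inhibition above the mean of compounds lying between control limits plus 3 SD, set per campaign, cut at about 8.5% in these data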;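 note: 0% = DMSO-only wells as the low control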
ADAM10 inh – human ADAM10 inhibitors, primary screen, biochemical, QFRET, HTS | Disintegrin and metalloproteinase domain-containing protein 10 (Homo sapiens), O14672 | recombinant ADAM10, EDANS/DABCYL FRET peptide cleavage, 3 h | inhibition, % at 7 µM | 370,000 tested, 0.62% active | AID 720582, 2013;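 active = inhibition above a per-campaign cutoff equal to the mean of compounds falling between control-based bounds plus 3 SD, cut at about 20% in these data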;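 note: 0% = DMSO wells while the 100% control is not disclosed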
Target sequence (O14672 214-748 limits assumed): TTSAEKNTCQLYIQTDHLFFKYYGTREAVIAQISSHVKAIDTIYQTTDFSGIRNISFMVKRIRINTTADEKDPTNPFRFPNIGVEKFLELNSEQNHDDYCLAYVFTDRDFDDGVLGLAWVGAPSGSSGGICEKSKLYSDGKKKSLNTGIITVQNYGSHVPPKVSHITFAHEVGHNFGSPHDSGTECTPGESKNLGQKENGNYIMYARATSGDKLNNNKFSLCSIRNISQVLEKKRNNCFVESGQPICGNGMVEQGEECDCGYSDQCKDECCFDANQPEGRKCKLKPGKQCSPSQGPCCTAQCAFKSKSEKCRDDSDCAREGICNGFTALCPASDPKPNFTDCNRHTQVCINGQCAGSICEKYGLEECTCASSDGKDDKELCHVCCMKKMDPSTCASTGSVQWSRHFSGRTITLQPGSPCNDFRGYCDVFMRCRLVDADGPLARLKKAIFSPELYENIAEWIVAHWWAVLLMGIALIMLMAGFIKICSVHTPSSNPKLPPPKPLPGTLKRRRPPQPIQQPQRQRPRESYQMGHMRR
LEDGF integ inh – blockers of LEDGF/p75-dependent integrase strand transfer – biochemical, TR-FRET, high throughput, primary screen | TR-FRET IN-LEDGF/p75 DNA integration, Eu/Cy5 | inhibition, % at 3.7 µM | 370,000 tested, 0.64% active;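 active = inhibition above the screen-wide mean plus 3 SD, cut at about 13% in these data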;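 note: signal is the Cy5 over europium emission ratio at 671 and 618 nm; 0% = plate median of compound wells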
PLCg1 inh – PLC-gamma1 enzyme inhibitors, primary screen, biochemical, fluorescence, purified enzyme; fluorogenic substrate; inhibition, % at 12.2 µM; 370,000 tested, 0.84% active; AID 720700, 2013; in the data active = inhibition above about 9.5%
* marks the source's active call; other numbers are inactive results; . = no result given.

Value order – DDE Tn6 FP inh, ADAM17 inh, proKLK7 act, PLCg1 inh, LEDGF integ inh, ADAM10 inh, TDP2 inh, DDE Tn7 FP inh, ARFGAP1 inh, ASAP1 inh
> O=[N+]([O-])c1cccc(N=Cc2ccccc2)c1
  0, 0, 0.2, 1, 0, 5, 9, -4, 8, -1
> CCCC1CCC2(CC1)CCC2OC(=S)Nc1ccccc1 (stereo unspecified)
  1, -3, ., 0, -3, -6, 3, 0, ., .
> Cc1csc(NC(=O)CSc2nc(C(C)C)nc3c2c(=O)n(C)c(=O)n3C)n1
  -1, 0, -0.6, 8, 3, 8, -9, 1, -8, 2
> Cc1ccc(-c2csc(C(O)c3cccc(Cl)c3)n2)cc1C (stereo unspecified)
  1, 7, 0.3, 2, 0, 14, -3, -1, 15, 12
> COc1cccc(CN2CC(C(=O)NCc3ccc(C)c(F)c3)CCC2=O)c1 (stereo unspecified)
  11, -1, -0.2, -2, 3, -9, 13, 3, -12, 12
> Cc1ccc(-n2c(C)cc(C(=O)CSc3n[nH]c(N)n3)c2C)cc1
  -6, 0, -0.3, -3, -1, 3, -6, 3, -3, 10
> COc1cc(NC(=O)COc2ccc(Br)cc2)ccc1NC(=O)C(C)C
  -2, -4, 0.8, -1, 0, -8, -4, 5, 21, -9
> c1ccc(NC2=NCCN2CC2CCC2)cc1
  3, 2, 0.8, 2, 0, 0, -3, -8, 0, 9
> Cc1ccc(S(=O)(=O)NC(C)C(=O)NC(C)c2cccs2)cc1 (stereo unspecified)
  7, -1, 0.0, 2, 2, -7, 0, -2, -11, 0
> COc1ccccc1N1CCN(c2nnc(-c3ccc(F)cc3)c3ccccc23)CC1
  0, -2, -0.1, 1, 2, -3, 1, 5, 7, -5
> O=C(COC(=O)c1cnccn1)Nc1ccc2c(c1)OCO2
  3, 0, -0.3, 1, 1, -6, -3, -6, -7, 13
> O=C1CC(Nc2ccc(N3CCOCC3)cc2)C(=O)N1C1CCCCC1 (stereo unspecified)
  -3, 2, 0.3, -3, -2, 7, -4, 1, -7, 3
> N#CCC[C@@H]1CC[C@]2(CCCN(S(=O)(=O)c3ccccc3)C2)O1
  -2, -7, -0.4, 1, 6, -13, -2, -4, ., .
> CCC(C)NC(=O)CCSc1ccc(C)cc1 (stereo unspecified)
  3, 0, -0.5, 3, 1, -4, -6, -2, -3, 1
> O=C(Nc1ccc(Nc2ccccc2)cc1)c1ccccc1
  4, 5, 0.7, -1, 1, 11, -9, -5, 3, 10
> CCOc1ccc(C(=O)NCC(=O)OCc2c(F)cccc2Cl)cc1OCC
  5, -4, -0.1, -3, 0, -5, 1, 5, -7, -2
> c1coc(C2=NCCc3ccccc32)c1
  0, 0, 0.1, -6, 6, 7, 6, 1, -5, -6
> Cc1noc(C)c1S(=O)(=O)N(C)C[C@H]1Oc2c(NC(=O)NC(C)C)cccc2C(=O)N([C@H](C)CO)C[C@@H]1C
  -2, 2, 0.8, 2, -1, -1, -1, -1, -11, -2
> CC1CCCC(C)N1C(=O)COC(=O)c1ccccc1O (stereo unspecified)
  1, -5, 1.4, 1, -1, -7, 0, -5, 3, 0
> CCn1c(SCC(=O)OCc2ccccc2)nnc1-c1ccco1
  -8, -2, -0.5, 2, 19*, -1, -1, 4, 1, 3
> COc1ccc(N2C(=O)CSC2c2cccc(F)c2)c(OC)c1 (stereo unspecified)
  11, 0, 0.2, 2, 0, 4, -14, 6, 0, 2
> COc1cccc(CN2CCN(C(=O)C3CCC(=O)N(C4CCCC4)C3)CC2)c1 (stereo unspecified)
  3, 3, 0.1, 5, -3, -11, -10, -8, 7, 17
> CC(C)C1CC(CCN)(c2ccccc2)CCO1 (stereo unspecified)
  4, -3, -0.4, -4, 2, -9, 15, 2, 1, 0
> Nc1nc(C(=O)N2CCOCC2)nn1S(=O)(=O)c1ccc(Cl)cc1
  4, -3, 0.0, -1, -3, -6, -10, 9, -8, -1
> CC(C)c1ccc(NC2CCCN(C(=O)CN3CCOC3=O)C2)cc1 (stereo unspecified)
  3, -1, 0.1, 3, 4, -1, 5, 2, 7, 8
> Cc1ccc2c(c1C)-c1c(ccc(C)c1C)C(=O)C2=O
  1, 1, -2.5, -15, 14*, 2, 79*, -4, -9, 11
> Cc1ccccc1NC(=S)/C(=C(\[O-])c1ccc(C)c([N+](=O)[O-])c1)[n+]1ccccc1
  9, 0, 1.2, -2, 1, -2, 5, 1, -11, -5
> CS(=O)(=O)NCCC1=CCCCC1
  0, 0, 0.2, 0, 0, 4, 5, 1, -6, 3
> CN(C)CCC(C(=O)c1ccccc1)c1cccnc1 (stereo unspecified)
  -3, -1, -0.5, -2, -2, -16, 4, -2, 11, 11
> O=[N+]([O-])c1cccc(-c2nnc(SCc3cccnc3)o2)c1
  -1, -2, 0.2, -1, 1, 5, -2, 2, 16, -12

Complete entries, quoted from the list. Values in the order: DDE Tn6 FP inh | ADAM17 inh | proKLK7 act | PLCg1 inh | LEDGF integ inh | ADAM10 inh | TDP2 inh | DDE Tn7 FP inh | ARFGAP1 inh | ASAP1 inh
CCC(C)NC(=O)CCSc1ccc(C)cc1 (stereo unspecified) as listed: 3 | 0 | -0.5 | 3 | 1 | -4 | -6 | -2 | -3 | 1
CCn1c(SCC(=O)OCc2ccccc2)nnc1-c1ccco1 as listed: -8 | -2 | -0.5 | 2 | 19* | -1 | -1 | 4 | 1 | 3
CC(C)C1CC(CCN)(c2ccccc2)CCO1 (stereo unspecified) as listed: 4 | -3 | -0.4 | -4 | 2 | -9 | 15 | 2 | 1 | 0

Further compounds follow:
Value order – DDE Tn6 FP inh, ADAM17 inh, proKLK7 act, PLCg1 inh, LEDGF integ inh, ADAM10 inh, TDP2 inh, DDE Tn7 FP inh, ARFGAP1 inh, ASAP1 inh
> CC(C)c1ccc(N2C(=NC(=O)C3CCCO3)SC3CS(=O)(=O)CC32)cc1 (stereo unspecified)
  0, -7, 0.4, -2, -3, -2, -10, -4, 4, 1
> N#CC1(NC(=O)CSc2nnc(Cc3ccccc3)o2)CCCCC1
  2, -11, -0.1, 0, -1, -12, 6, 4, 3, -10
> CC(C)c1ccc(-n2cnn(-c3ncccc3[N+](=O)[O-])c2=O)cc1
  8, -1, -0.2, -2, 5, -1, 6, 0, -1, 4
> COc1ccccc1NC(=O)c1cccc(N2C(=O)C3C4C=CC(C4)C3C2=O)c1 (stereo unspecified)
  7, -1, -0.1, -1, 0, -1, -8, 6, -5, -11
> CCc1ccc(OCC(=O)NNC(=O)C2CCN(c3ncnc4sc(C)c(C)c34)CC2)cc1
  -4, 2, 0.4, -4, 1, 8, 10, 2, 5, 3
> Cn1ccnc1SCC(=O)Nc1ccc(F)c([N+](=O)[O-])c1
  1, -2, 0.3, 3, 1, 1, -7, 5, 3, 4
> CCOC(=O)C1=C(C(=O)OCC)C2N(Cc3ccc(C(F)(F)F)cc3)c3ccccc3[C@@]23C[C@@H](C(=O)OC)N(S(=O)(=O)c2ccc(OC)cc2)C3=N1 (stereo partly specified)
  -3, 2, 1.4, -7, 2, 1, -10, -6, 5, 10
> CCN1CCN(S(=O)(=O)c2ccc(Oc3ccccc3OC)cc2)CC1
  9, 0, -0.3, 3, 3, 10, 4, 5, -3, 2
> COc1ccccc1N1CCN(C(=O)CCNS(=O)(=O)c2ccc(Br)s2)CC1
  0, 4, 1.9, -3, 0, 16, -13, -5, -9, -11
> COc1cccc(-c2cccc3c2NC(=O)C3(C)Cc2cccc(F)c2)c1 (stereo unspecified)
  4, 3, -1.0, -2, -3, 7, 6, 4, -2, 7
> O=C(NCCO)C(c1ccccc1)c1ccccc1
  4, 1, -0.1, 2, 1, 6, 1, 3, -15, 16
> C(=N\N1CCN(c2ccccn2)CC1)/C1=C(N2CCOCC2)C(=C/c2ccccc2)/CC1
  2, -4, -0.7, -2, -6, -6, -3, 3, 7, -2
> CC12CCC(=O)N1C(C(=O)Nc1ccc(SC(F)F)cc1)CS2 (stereo unspecified)
  5, -4, -0.3, 3, -2, -5, 3, -2, -9, -11
> C=CCn1c(-c2ccccc2)nc(=S)c2c1CCCC2
  6, -5, 0.8, 2, -3, -3, 1, 0, -12, 1
> Cc1c(C(=O)OCC(=O)Nc2c(C)n(C)n(-c3ccccc3)c2=O)oc2ccccc12
  -1, 2, 0.2, 2, 0, 0, 9, -2, 0, -3
> O=C(COc1ccc(Cl)cc1Cl)NCCN1CCCCC1
  -7, -1, -0.4, -2, 2, -3, -8, -4, -20, -2
> N=C1C(c2ccccc2)=C(O)CN1c1cccc(O)c1
  4, -4, 0.6, 1, -4, -2, 2, -5, -1, 2
> COc1ccc(NS(=O)(=O)c2cc(NC(=O)C3=NN(c4ccccc4)C(=O)CC3)ccc2C)cc1
  -5, 0, -0.2, 0, 1, 11, 6, -1, 11, 3
> CC(NC(=O)CCc1ccc(S(=O)(=O)NC2CCCCC2)cc1)c1ccccc1 (stereo unspecified)
  1, -1, -0.1, 3, -6, 7, 6, 2, 6, 8
> CCOCCCNC(=O)C(C)NS(=O)(=O)c1ccc(C)cc1 (stereo unspecified)
  2, 0, -0.6, 1, -2, 4, -1, 1, 2, 4
> c1ccc(COc2cncc(-c3cccnc3)c2)cc1
  -4, 1, 0.1, -1, 2, 10, -12, -5, -13, 7
> CCOC(=O)c1c(N)sc(C(O)(C(F)(F)F)C(F)(F)F)c1-c1ccc(Cl)cc1
  -3, 11*, -0.3, -2, 0, 37*, -6, -11, 3, 12
> CCOc1ccc(NC(=O)Nc2nc(SCC)ns2)cc1
  -1, 0, 0.6, 0, -1, 3, 1, 7, -2, -17
> CCNc1nc(NCC)n2c(SCC(=O)Nc3ccc(C)cc3Br)nnc2n1
  0, 1, -0.2, 0, 1, -4, 2, -10, 15, -5
> COc1ccc(OC)c(-c2csc(NC(=O)CSc3ccc(Br)cc3)n2)c1
  -5, 3, -0.4, 0, 5, 4, -12, 11, -7, -1

Screening results: PubChem, The Scripps Research Institute Molecular Screening Center
